SENP8 inh – inhibitors of human SENP8 protease; Q96LD8; recombinant SENP8, Nedd8 substrate fluorescence; inhibition, % at 20 µM; actives 0.64% (n = 360,000); in the data active = inhibition mostly above about 40%, no sharp cut-off; inactive = mostly below about 27%
Target sequence (Q96LD8 whole entry, looked up): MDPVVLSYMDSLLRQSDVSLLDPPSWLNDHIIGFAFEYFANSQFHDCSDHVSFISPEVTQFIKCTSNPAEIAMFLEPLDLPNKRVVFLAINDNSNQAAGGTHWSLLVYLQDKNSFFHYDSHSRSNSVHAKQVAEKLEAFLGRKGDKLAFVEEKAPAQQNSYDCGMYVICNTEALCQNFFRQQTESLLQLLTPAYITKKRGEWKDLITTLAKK
SENP1 FRET inh – blocks the human SENP1 SUMO protease catalytic domain | Q9P0U3 | recombinant SENP1 catalytic domain, CyPet-SUMO1-YPet FRET cleavage | inhibition, % at 10 µM | actives 0.21% (n = 360,000);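 active = inhibition at least 30% at 10 µM, raw YFP signal under a set limit, fluorescence ratio 0.5 to 1.5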;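 also: 0% = enzyme with DMSO and 100% = no enzyme wells; some results filed as inactive read as strong as hits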
Target sequence (Q9P0U3 419-644 limits assumed): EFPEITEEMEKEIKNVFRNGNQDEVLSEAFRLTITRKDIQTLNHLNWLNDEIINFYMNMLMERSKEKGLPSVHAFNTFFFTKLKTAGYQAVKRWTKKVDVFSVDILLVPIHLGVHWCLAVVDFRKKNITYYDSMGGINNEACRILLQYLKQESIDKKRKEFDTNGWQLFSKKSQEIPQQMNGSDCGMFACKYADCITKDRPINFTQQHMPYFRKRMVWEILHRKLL
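Controls: no-enzyme wells low, DMSO-plus-enzyme wells high control. Test system: human recombinant His6-tagged SENP1 catalytic domain enzyme. Reagent: SFCypet-SUMO1-SFYpet FRET protein substrate, 25 nM final. Doses: one dose per compound, 10 µM, 0.5% DMSO. Detection: FRET, CFP and YFP emission. Timing: 50 min reaction at room temperature.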
MPTP inh – permeability transition pore inhibition | inhibition, % at 10 µM | actives 1.4% (n = 360,000) | isolated mouse mitochondria, Ca2+ swelling absorbance, 30 min;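 active = inhibition of 50% or more, scaled per plate between neutral and stimulator controls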;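 also: 0% = DMSO wells given calcium and 100% = 1 mM EGTA wells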
Starred values were filed as active, the others as inactive.

Sample of the layout (2 entries):
For CN1CCN(C(=O)c2cc3c(c(-c4cccc(-c5cc6ccccc6o5)c4)n2)[C@H](CCO)N(S(=O)C(C)(C)C)C3)CC1 (stereo not given in full) the results were SENP8 inh -47.9, SENP1 FRET inh 1.6 and MPTP inh 0.0.
For Cc1ccccc1CN1CC2=C(CCN(Cc3ccccc3)C2=O)N2CCN=C12 the results were SENP8 inh -28.3, SENP1 FRET inh -0.1 and MPTP inh 0.0.

Main list, previewed entries included:
For CN1CCN(C(=O)c2cc3c(c(-c4cccc(-c5cc6ccccc6o5)c4)n2)[C@H](CCO)N(S(=O)C(C)(C)C)C3)CC1 (stereo not given in full) the results were SENP8 inh -47.9, SENP1 FRET inh 1.6 and MPTP inh 0.0.
For Cc1ccccc1CN1CC2=C(CCN(Cc3ccccc3)C2=O)N2CCN=C12 the results were SENP8 inh -28.3, SENP1 FRET inh -0.1 and MPTP inh 0.0.
O=C(NCc1ccccc1)C(c1ccc(F)cc1)N1CCN(C(=O)C2CCCO2)CC1 (stereo not given) was read as SENP8 inh 22.0, SENP1 FRET inh -0.3 and MPTP inh 1.7.
Screening CC1(Oc2ccc(-n3ccnc3)cc2)CCN(Cc2cccn2-c2nccs2)C1 (stereo not given) returned SENP8 inh 14.2, SENP1 FRET inh 0.1 and MPTP inh -0.2.
CCOC1=C2CN(S(=O)(=O)c3ccc(C)cc3)[C@H](c3ccc(CC)cc3)C[C@@H]2N(S(=O)(=O)c2ccc(C)cc2)[C@H](c2ccccc2)C1 was read as SENP8 inh 21.8, SENP1 FRET inh -2.2 and MPTP inh 0.4.
For Cc1nc2ccc(C(=O)N3CCN(C(=O)c4ccco4)CC3)cn2c1N(C)C(=O)CCc1ccccc1 the results were SENP8 inh -7.6, SENP1 FRET inh 2.2 and MPTP inh -1.6.
COc1ccc(OC)c(NC(=O)Nc2nnc([C@@H]3O[C@H](CO)[C@@H](O)[C@H]3O)s2)c1 was read as SENP8 inh 14.6, SENP1 FRET inh 2.8 and MPTP inh -0.8.
`CCOC1=C2CN(S(=O)(=O)c3ccc(C)cc3)CC[C@@H]2N(S(=O)(=O)c2ccc(C)cc2)[C@H](c2ccccc2)C1` gave SENP8 inh 15.1, SENP1 FRET inh 0.9 and MPTP inh 1.8.
For COc1ccc(N2CCN(C3C(=O)Nc4ccccc4-n4nnnc43)CC2)cc1 (stereo not given) the results were SENP8 inh 2.2, SENP1 FRET inh -0.2 and MPTP inh -1.1.
CCCCN1C(=O)C(CC(=O)NC2CCCC2)CC(C(=O)N2CCCCCC2)=C1C (stereo not given) was read as SENP8 inh 11.3, SENP1 FRET inh 1.0 and MPTP inh 0.5.
For Cc1cccc(C)c1NC(=O)C(c1ccccc1)N1CCN(C/C=C/c2ccccc2)CC1 (stereo not given) the results were SENP8 inh 10.1, SENP1 FRET inh 0.0 and MPTP inh -0.5.
Screening OC(c1ccc(F)cc1)c1nc(-c2ccncc2)cs1 (stereo not given) returned SENP8 inh 11.1, SENP1 FRET inh -0.9 and MPTP inh 64.7*.
For O=C(Nc1ccccc1)c1cc(C2CCCCN2C(=O)OCc2ccccc2)on1 (stereo not given) the results were SENP8 inh 19.7, SENP1 FRET inh 0.9 and MPTP inh 1.0.
For NC(=O)c1cccc(-c2ccnc3c2CC(C(=O)NCc2ccco2)O3)c1 (stereo not given) the results were SENP8 inh 0.5, SENP1 FRET inh -1.7 and MPTP inh -0.9.
Screening Cc1ccc(NC(=O)C2(C)CCN2C(=O)Cc2ccccc2Cl)cc1C (stereo not given) returned SENP8 inh 17.9, SENP1 FRET inh 2.6 and MPTP inh -2.0.
Screening c1ccc(Cn2ncc3c(N4CCN(c5ccccc5)CC4)ncnc32)cc1 returned SENP8 inh 11.1, SENP1 FRET inh 0.9 and MPTP inh 2.7.
`Clc1ccc(-c2nc3c4ccccc4ccn3c2Cc2ccsc2)cc1` gave SENP8 inh -386.0, SENP1 FRET inh -28.9 and MPTP inh 2.2.
Screening CN(C(=O)CN1CCN(c2cc(-c3ccc(-c4ccccc4)cc3)ncn2)CC1)c1ccccc1 returned SENP8 inh -4.0, SENP1 FRET inh 4.2 and MPTP inh 0.2.
COc1ccc(CN2CCC(C)(Oc3ccc4c(c3)OCO4)C2)c2ccccc12 (stereo not given) was read as SENP8 inh 8.8, SENP1 FRET inh 0.0 and MPTP inh 0.3.
Screening CCOC(=O)C1=CCC(c2ccccc2)N(S(=O)(=O)c2ccccc2)C1 (stereo not given) returned SENP8 inh 11.6, SENP1 FRET inh -0.1 and MPTP inh -1.0.
For COc1ccc(OC)c(C(O)c2ncc(-c3ccccc3OC)[nH]2)c1 (stereo not given) the results were SENP8 inh 2.0, SENP1 FRET inh 0.7 and MPTP inh 0.9.
Screening Cc1ccc(C)c(NCCCCCCCC(=O)O)c1 returned SENP8 inh 5.9, SENP1 FRET inh -0.3 and MPTP inh -0.2.
`Cc1cc(C(=O)N2CCC2(C)C(=O)NS(=O)(=O)c2ccc(Cl)cc2)nn1C` (stereo not given) gave SENP8 inh 20.1, SENP1 FRET inh 1.9 and MPTP inh 0.5.
`Cc1ccsc1C(=O)N1CCC1(C)C(=O)Nc1ccc2c(c1)OCCO2` (stereo not given) gave SENP8 inh 23.0, SENP1 FRET inh 2.1 and MPTP inh 0.3.
For c1cc2cc(CNc3nc(NCC4CC4)nc4ccsc34)ccc2o1 the results were SENP8 inh -26.0, SENP1 FRET inh -1.0 and MPTP inh 48.6.
`CCCN(C)C1CN(Cc2cn(Cc3ccccc3)nn2)S(=O)(=O)C1` (stereo not given) gave SENP8 inh 8.3, SENP1 FRET inh 0.2 and MPTP inh -1.3.
Screening COc1cccc(Cn2cnc(-c3ccccc3OC)c2-c2cc(C)cc(C)c2)c1 returned SENP8 inh -28.3, SENP1 FRET inh -8.2 and MPTP inh 0.1.
O=C1NC[C@H](CCCCN2C[C@H](Cc3ccccc3)N(Cc3ccccc3)C(=O)C2=O)N(CC2CCCCC2)C1=O was read as SENP8 inh -0.5, SENP1 FRET inh -0.4 and MPTP inh 0.1.
`CC1(C(=O)NS(=O)(=O)c2cccc(Cl)c2)CCN1C(=O)CCc1ccccc1` (stereo not given) gave SENP8 inh 5.9, SENP1 FRET inh -0.5 and MPTP inh -1.2.
Screening O=C(NCc1cc(Cl)cc(Cl)c1)c1ccc2nc([C@H]3C[C@H](O)[C@@H](CO)O3)[nH]c2c1 returned SENP8 inh 4.7, SENP1 FRET inh 2.1 and MPTP inh -0.9.
For COCCNc1nc(NCCOc2ccccc2Cl)c2sccc2n1 the results were SENP8 inh -15.9, SENP1 FRET inh 2.5 and MPTP inh 3.6.
Screening CCCC(=O)N1CCC1(C)C(=O)NS(=O)(=O)c1cccc(Cl)c1 (stereo not given) returned SENP8 inh 18.3, SENP1 FRET inh 0.8 and MPTP inh -1.6.
CC1(C(=O)NS(=O)(=O)c2cccc(OC(F)F)c2)CCN1C(=O)Cc1ccsc1 (stereo not given) was read as SENP8 inh 18.5, SENP1 FRET inh -0.7 and MPTP inh 0.4.
For Nc1nc2ncccn2c1-c1ccc(C(F)(F)F)cc1 the results were SENP8 inh -416.7, SENP1 FRET inh -18.2 and MPTP inh -2.6.
Screening COc1ccc(C)cc1-n1nnnc1SCc1nc(N)nc(N(C)C)n1 returned SENP8 inh 4.6, SENP1 FRET inh 0.0 and MPTP inh -1.5.
`CCCCNC(=O)C1(C)CCN1C(=O)c1ccc2sccc2c1` (stereo not given) gave SENP8 inh 10.7, SENP1 FRET inh 3.2 and MPTP inh 0.9.
`CCc1ccc2c(c1)NC(=O)C2(C)Cc1ccc(F)cc1` (stereo not given) gave SENP8 inh 15.2, SENP1 FRET inh 0.8 and MPTP inh 0.6.
COC(=O)[C@]12CCCCC=C1N(Cc1cccc3ccccc13)C(=O)[C@H](CC(=O)NCc1cccs1)C2 was read as SENP8 inh 18.7, SENP1 FRET inh -0.6 and MPTP inh -0.5.
`O=C(NC1CCCC1)C1c2ccccc2OCC(=O)N1Cc1ccc2c(c1)OCO2` (stereo not given) gave SENP8 inh 19.3, SENP1 FRET inh 1.2 and MPTP inh 1.4.
`CCCCCCCCN1C(=O)[C@H](CC(=O)NCCc2ccccc2OC)C[C@@]2(C(=O)OC)CC(C)(C)CC=C12` gave SENP8 inh 7.0, SENP1 FRET inh -11.8 and MPTP inh -1.3.

Fetched one by one from the entries so far, two records:
`Cc1ccsc1C(=O)N1CCC1(C)C(=O)Nc1ccc2c(c1)OCCO2` (stereo not given) gave SENP8 inh 23.0, SENP1 FRET inh 2.1 and MPTP inh 0.3.
Screening COc1cccc(Cn2cnc(-c3ccccc3OC)c2-c2cc(C)cc(C)c2)c1 returned SENP8 inh -28.3, SENP1 FRET inh -8.2 and MPTP inh 0.1.

Next structures
Screening CCc1nc2ccc(C(=O)Nc3cc(-c4ccccc4)ccc3OC)cn2c1N(CC)CCN(C)C returned SENP8 inh -5.9, SENP1 FRET inh -23.8 and MPTP inh -4.3.
For CCCc1nc2ccccc2n1C(C(=O)NC(C)(C)C)C1CC1 (stereo not given) the results were SENP8 inh 16.4, SENP1 FRET inh 5.0 and MPTP inh 1.4.
CCNC(=O)C1(C)CCCN(C(=O)c2cc(C)nn2C(C)(C)C)C1 (stereo not given) was read as SENP8 inh 20.2, SENP1 FRET inh 3.3 and MPTP inh -0.2.
Screening O=C(NC1CCCCC1)C(c1cccc2ccccc12)n1c(=O)c(-c2cc3ccccc3[nH]2)nc2ccccc21 (stereo not given) returned SENP8 inh -416.1, SENP1 FRET inh -18.8 and MPTP inh 0.7.
CCCOc1ccc(F)cc1-c1cc(C(=O)Nc2cc(OC)ccc2OC)[nH]n1 was read as SENP8 inh 4.6, SENP1 FRET inh 0.9 and MPTP inh -1.3.
COc1ccc(CN2C(=O)C(C)Nc3ncnc(N4CCc5ccccc5C4)c32)cc1 (stereo not given) was read as SENP8 inh -12.7, SENP1 FRET inh 16.9 and MPTP inh -2.9.
Screening COc1ccc(CNC(=O)c2cn(Cc3ccccc3OC)c(=O)s2)cc1 returned SENP8 inh 2.8, SENP1 FRET inh -2.9 and MPTP inh -1.2.
Screening CC(=O)Nc1ccc(-c2ccnc3c2CC(C)(C(=O)NCC2CCOCC2)O3)cc1 (stereo not given) returned SENP8 inh 3.4, SENP1 FRET inh 2.8 and MPTP inh -1.2.
CC1(C(=O)NS(=O)(=O)c2ccc(F)cc2F)CCN1C(=O)Cc1cccc2ccccc12 (stereo not given) was read as SENP8 inh 17.8, SENP1 FRET inh -2.5 and MPTP inh 0.4.
CC1(C(=O)Nc2cccc3ncccc23)CCN1C(=O)C1(c2ccccc2)CC1 (stereo not given) was read as SENP8 inh -487.3, SENP1 FRET inh 0.6 and MPTP inh -0.9.
CC(C)c1ccc(CC(=O)N2CCC2(C)C(=O)NS(=O)(=O)c2ccc(C(C)(C)C)cc2)cc1 (stereo not given) was read as SENP8 inh 16.0, SENP1 FRET inh 3.0 and MPTP inh 1.8.
For CCOC(=O)C1CCN(C(=O)c2[nH]c(C(F)(F)F)nc2-c2ccccc2)CC1 the results were SENP8 inh 11.6, SENP1 FRET inh 1.6 and MPTP inh 1.3.
OC(c1cc(Cl)cc(Cl)c1)c1ncc(-c2cccc(F)c2)[nH]1 (stereo not given) was read as SENP8 inh 8.1, SENP1 FRET inh 1.6 and MPTP inh 22.5.
CCNC(=O)N(C)c1c(CC)nc2ccc(C(=O)N3CCN(S(=O)(=O)CC)CC3)cn12 was read as SENP8 inh 1.1, SENP1 FRET inh -0.1 and MPTP inh -0.4.
`OC(Cc1ccccc1)c1ncc(-c2ccc3ccccc3c2)[nH]1` (stereo not given) gave SENP8 inh -234.3, SENP1 FRET inh -7.9 and MPTP inh 3.4.
CC1(C(=O)Nc2ccc3c(c2)OCCO3)CN(S(C)(=O)=O)CC(=O)N1C1CCCCCC1 (stereo not given) was read as SENP8 inh 10.0, SENP1 FRET inh -5.1 and MPTP inh 0.0.
O=C(Nc1cc(Cl)cc(Cl)c1)N[C@@H]1CC[C@@H](CCNS(=O)(=O)c2cccc(F)c2)O[C@@H]1CO was read as SENP8 inh 16.7, SENP1 FRET inh 0.8 and MPTP inh 5.8.
`CN(c1cccc(F)c1)c1cc2c(c3c1ccn3C)C1CCC2C1` (stereo not given) gave SENP8 inh -125.7, SENP1 FRET inh 2.3 and MPTP inh 4.0.
For CCC(=O)N1CCCC(C(=O)NS(=O)(=O)c2cc(C)c(Cl)cc2C)CC1 (stereo not given) the results were SENP8 inh 16.2, SENP1 FRET inh -0.7 and MPTP inh 2.1.
`CCCCNC(=O)C1(C)CCCCN1C(=O)c1cc(OC)ccc1Br` (stereo not given) gave SENP8 inh 11.8, SENP1 FRET inh 1.1 and MPTP inh 0.4.
Cc1cccc(S(=O)(=O)NC(=O)C2(C)CCN2C(=O)Cc2cc(F)ccc2F)c1 (stereo not given) was read as SENP8 inh 9.6, SENP1 FRET inh -1.4 and MPTP inh 2.4.
Screening CCCCC[C@@H]1CCCCC[C@H](O)C[C@@H](O)[C@@H](O)/C=C/C(=O)O1 returned SENP8 inh 7.2, SENP1 FRET inh -0.8 and MPTP inh -0.3.

As a working copy, part of the list above:
For CN1CCN(C(=O)c2cc3c(c(-c4cccc(-c5cc6ccccc6o5)c4)n2)[C@H](CCO)N(S(=O)C(C)(C)C)C3)CC1 (stereo not given in full) the results were SENP8 inh -47.9, SENP1 FRET inh 1.6 and MPTP inh 0.0.
For Cc1ccccc1CN1CC2=C(CCN(Cc3ccccc3)C2=O)N2CCN=C12 the results were SENP8 inh -28.3, SENP1 FRET inh -0.1 and MPTP inh 0.0.

Not all compounds are listed; rates above refer to the full screens.
